Bioassay records: PubChem, NCI
NCI-60 one-dose screen, 48 h, at 10 µM unless noted. Numbers give growth in % (100 = growth as untreated, 0 = no growth, -100 = all killed).
MDA-MB-435: MDA-MB-435 melanoma | 82,000 tested, 7.8% active | AID 1794794
SK-MEL-5: SK-MEL-5 melanoma. 80,000 tested, 6.4% active
UACC-62: UACC-62 melanoma | 81,000 tested, 5.4% active
LOX IMVI: LOX IMVI melanoma. 79,000 tested, 7.4% active. AID 1794757
SK-MEL-28: SK-MEL-28 melanoma. 81,000 tested, 4.1% active
MALME-3M: MALME-3M melanoma; 78,000 tested, 5.8% active
UACC-257: UACC-257 melanoma | 78,000 tested, 4.4% active
SK-MEL-2: SK-MEL-2 melanoma. 77,000 tested, 4.7% active. AID 1794763
Numbers without * were called inactive; nt = not tested or not shown; & = joins results of further samples; [ ] = remark or other dose. The calls were made as follows: active = growth percent below 10; inactive = the rest.

Molecule	MDA-MB-435	SK-MEL-5	UACC-62	LOX IMVI	SK-MEL-28	MALME-3M	UACC-257	SK-MEL-2
O=C1NC(N2CCN(c3ccccn3)CC2)S/C1=C\c1ccc(N2N=C(c3ccccc3)CC2c2ccccc2)cc1 (configuration not stated)	102	93	79	85	114	103	105	108
Cc1nc2ccc(Cl)cc2c(-c2ccccc2)c1C(=O)c1ccccc1	103	106	68	98	105	58	97	85
COc1cccc2cc(C(C)C(=O)OCc3cn(-c4c5ccccc5nc5ccccc45)nn3)ccc12 (configuration not stated)	112	94	91	95	118	120	99	102
CCOC(=O)c1c2c(n(-c3ccc(Br)cc3)c1-c1ccccc1)C=CCC2	102	103	77	94	103	101	96	79
CC(C)/C=C/CC[C@](C)(O)[C@H]1CC[C@]2(C)[C@@H]1CC[C@@H]1[C@@]3(C)C/C(=C/c4ccccn4)C(=O)C(C)(C)[C@@H]3CC[C@]12C	76	72	69	nt	104	77	78	97
C#CC(CC(C)CC(C)(C)C)N(C)C (configuration not stated)	106	101	94	100	100	124	108	98
CCn1cc(-c2nc(N)[nH]c(=O)c2C#N)c(-c2ccc(Br)cc2)n1	102	99	100	96	104	103	82	85
Cc1ccc2c(-c3nnc(N)o3)cc(=O)oc2c1	97	97	92	96	106	96	102	106
CN(C)S(=O)(=O)n1cnc([C@@H]2[C@H]3C(=O)OC[C@@H]3C[C@@]23N=CN(Cc2ccccc2)C3=O)c1	111	101	102	105	112	104	126	125
CCCCCCCCOc1ccc(/C=C/C(=O)c2ccc(B(O)O)cc2)cc1	87	100	89	95	108	nt	97	120
Cc1ccc2c(CSc3nc(-c4ccc(Cl)cc4)c(C#N)c(=O)[nH]3)cc(=O)oc2c1	113	99	101	98	99	100	104	nt
COC(=O)CCC(=O)N(CCN(C)C)CCN(C)C	108	101	100	101	106	107	nt	nt
CNC(=O)c1cc(-n2ccc3cc(NS(=O)(=O)c4ccccc4)ccc32)ccn1	103	86	98	92	110	101	98	98
NC(=O)c1c(NC(=O)c2ccc(C(F)(F)F)cc2Cl)sc2c1CCC(=O)C2	-42*	-92*	-75*	-16*	-67*	-25*	-22*	-11*
Cc1ccc([N+](=O)[O-])cc1N	106	99	100	102	108	95	91	nt
C#C[C@]1(O)CC[C@H]2[C@@H]3CCc4c(C)ccc(O)c4[C@H]3CC[C@@]21C	103	108	96	136	105	97	96	106
Cc1ccc(C)o1	108	105	107	104	110	117	99	nt
O=[N+]([O-])c1cc(F)c(F)cc1F	105	104	108	110	98	124	108	120
C=C1c2nc3ccccc3n2C=C(c2cccc(Cl)c2)N1Cc1ccc(OC)cc1	-32*	-31*	45	37	68	77	34	28
NNc1nc(-c2ccncc2)nc2sc3c(c12)CCCCCC3	99	nt	89	94	95	98	nt	nt
CC/C(=N\N=C(/CC)c1ccccc1O)c1ccccc1O	100	102	91	87	117	nt	90	104
CC(C)c1ccc(-n2c(=S)[nH]c3sc4c(c3c2=O)CCC(=O)C4)cc1	92	28	25	43	76	89	75	91
CCCCN(CCCC)CCCNc1c2c(nc3cc(Cl)ccc13)CCCC2	100	80	99	77	99	nt	107	111
O=C(O)c1ccc(Cl)cc1O	107	98	91	95	97	93	88	98

Brought forward from above: four entries, followed by the next part.
Molecule	MDA-MB-435	SK-MEL-5	UACC-62	LOX IMVI	SK-MEL-28	MALME-3M	UACC-257	SK-MEL-2
CC/C(=N\N=C(/CC)c1ccccc1O)c1ccccc1O	100	102	91	87	117	nt	90	104
CC(C)c1ccc(-n2c(=S)[nH]c3sc4c(c3c2=O)CCC(=O)C4)cc1	92	28	25	43	76	89	75	91
CCCCN(CCCC)CCCNc1c2c(nc3cc(Cl)ccc13)CCCC2	100	80	99	77	99	nt	107	111
O=C(O)c1ccc(Cl)cc1O	107	98	91	95	97	93	88	98
O=C1Nc2ccc(F)cc2/C1=C/c1cc(-c2ccc3c(c2)OCO3)n[nH]1	101	103	107	106	115	nt	100	101
N#C/C(=C\c1cccs1)C(=O)Nc1ncc(Cc2ccc(Cl)cc2Cl)s1	65	100	71	94	97	103	98	111
O=C1/C(=C\c2ccc(Br)o2)SC(=S)N1CCc1ccc(O)cc1	71	99	64	nt	55	69	77	103
Cc1nc2ccc(Cl)cn2c1-c1nnc(SCc2cc(F)ccc2F)o1	99	79	70	89	95	104	109	101
COc1ccc(NC(=O)Cn2c(O)c(N=Nc3ccc(S(N)(=O)=O)cc3)c3ccccc32)cc1	53	62	21	nt	27	30	67	51
COc1ccc2c(c1)/C(=C/c1c(-c3cc(OC)c(OC)c(OC)c3Br)nc3sc(C)cn13)C(=O)N2	103	63	82	81	113	98	107	83
CN(C)CCN1CCN(C)CC1	106	113	97	101	109	105	107	106
CC1C(=O)C2=C(CCC2)c2cn(Cc3ccccc3)c3cccc1c23 (configuration not stated)	84	78	68	79	98	83	76	nt
O=C(Cn1cc(CSc2nnc3oc4ccccc4n23)nn1)Nc1ccc([N+](=O)[O-])cc1	73	59	36	50	77	72	60	43
CCOC(=O)N1CCN(CCCCCCOc2ccc(C3CCCCC3)cc2)CC1	75	40	69	60	91	nt	72	66
CCOC(=O)c1ccc(NC(=S)NC(=O)c2ccc(NC(=O)c3ccc(C)cc3)cc2OC)cc1	102	108	74	95	105	78	80	97
COc1ccc(C(=O)C/C(=C/c2ccc(-c3ccc(Cl)cc3)o2)C(=O)NCc2ccc(F)cc2)cc1	89	87	91	83	107	124	90	90
CCC1NC(=O)c2cc(S(N)(=O)=O)c(Cl)cc2N1 (configuration not stated)	101	104	103	100	121	118	104	nt
CCOC(=O)C1=C(C)n2nc(CC#N)c(C#N)c2NC1c1ccc(CC)cc1 (configuration not stated)	99	97	94	93	103	87	111	106
O=c1ssc2ccccc12	110	98	93	87	106	102	97	101
CCc1cc(OC(=O)N2CCC(N3CCCCC3)CC2)ccc1Nc1cc(-c2ccc(-n3cccn3)cc2)[nH]n1	37	60	89	-92*	-61*	-6.0*	-49*	96
Cc1ccc2nc(-c3cc4c([nH]c5ccccc54)c(-c4ccc(F)c(F)c4)n3)[nH]c2c1	91	61	90	12	101	120	104	94
Cc1cccc(CC2S/C(=N/c3ccccn3)NC2=O)c1 (configuration not stated)	91	92	89	101	99	101	106	101
CC1=NN(C(=O)c2cc(Cl)cc([N+](=O)[O-])c2)C(=O)C1N=Nc1ccccc1C(=O)O (configuration not stated)	106	106	106	98	102	93	100	105
CN1CCN(Cc2ccc(NC(=O)c3cncc(C#Cc4cnc(N)c5cnccc45)c3)cc2C(F)(F)F)CC1	-9.6*	-45*	-75*	-93*	-84*	-76*	-1.7*	-65*
Nc1c(C(=O)Nc2cccc(C(F)(F)F)c2)sc2nc3c(cc12)CCCC3	87	69	83	88	95	110	72	85
CNc1cc(Nc2ccc(CC(=O)Nc3cc(C(C)(C)C)nn3C)cc2)ncn1	72	78	68	74	91	82	72	85
C=CCn1c(-c2ccccn2)n[nH]c1=S	104&107	102&101	93&104	98&97	105&111	101	101	119
COc1ccc(C2Nc3ccccc3C(=O)N2/N=C(\C)c2c(O)cc(C)oc2=O)cc1 (configuration not stated)	114	99	95	100	114	105	95	108

Whole records, quoted from the list. Order of screens: MDA-MB-435 | SK-MEL-5 | UACC-62 | LOX IMVI | SK-MEL-28 | MALME-3M | UACC-257 | SK-MEL-2
CCc1cc(OC(=O)N2CCC(N3CCCCC3)CC2)ccc1Nc1cc(-c2ccc(-n3cccn3)cc2)[nH]n1 across the screens: 37 | 60 | 89 | -92* | -61* | -6.0* | -49* | 96
Cc1ccc2nc(-c3cc4c([nH]c5ccccc54)c(-c4ccc(F)c(F)c4)n3)[nH]c2c1 across the screens: 91 | 61 | 90 | 12 | 101 | 120 | 104 | 94
CCOC(=O)C1=C(C)n2nc(CC#N)c(C#N)c2NC1c1ccc(CC)cc1 (configuration not stated) across the screens: 99 | 97 | 94 | 93 | 103 | 87 | 111 | 106
CN1CCN(Cc2ccc(NC(=O)c3cncc(C#Cc4cnc(N)c5cnccc45)c3)cc2C(F)(F)F)CC1 across the screens: -9.6* | -45* | -75* | -93* | -84* | -76* | -1.7* | -65*

The list continues.
Compound | MDA-MB-435 | SK-MEL-5 | UACC-62 | LOX IMVI | SK-MEL-28 | MALME-3M | UACC-257 | SK-MEL-2
CC#Cc1nc(Nc2cc(C)[nH]n2)c2ccccc2n1 | -44*[100 µM] | -72*[100 µM] | -84*[100 µM] | -58*[100 µM] | 41[100 µM] | -45*[100 µM] | -20*[100 µM] | -51*[100 µM]
Cc1nn(-c2ccccc2)c(/N=C/N(C)C)c1/C=C/C(=O)c1ccc(Cl)cc1 | 98 | 89 | 88 | 49 | 90 | 90 | 119 | 99
CCOC(=O)c1nc(Nc2ccc(NC(=O)Nc3ccc(F)cc3)cc2)c2ccccc2n1 | 101 | 94 | 101 | 91 | 105 | 93 | 103 | 103
O=[N+]([O-])c1ccc(CSc2ncc(Br)c(SCc3ccc([N+](=O)[O-])cc3)n2)cc1 | 101 | 70 | 56 | 88 | 97 | 106 | 82 | 85
COC(=O)C(c1ccccc1)c1ccccc1 | 103 | 107 | 101 | 105 | 108 | 105 | 93 | 106
CCOC(=O)/C(F)=C/C1CC1C1CCN(C(=O)OC(C)(C)C)CC1 (configuration not stated) | 105 | 69 | 94 | 103 | 119 | 94 | 111 | 110
CC(=O)NS(=O)(=O)c1ccc(NCc2nc3ccccc3c(=O)[nH]2)cc1 | 100 | nt | 97 | 63 | 108 | 87 | 73 | nt
COC(=O)c1ccc(O)c(N)c1 | 101 | 102 | 99 | 97 | 109 | 103 | 106 | 98
Cc1cc(C(C)(CC(C)C)c2ccc(O)c(C)c2)ccc1O | 94 | 97 | 71 | 97 | 114 | 109 | 85 | 104
CNc1ncnc2c1cnn2-c1ccccc1 | 96 | 95 | 97 | 95 | 106 | 104 | 109 | 112
CN1CCN(c2ccc3nc(/N=C/c4ccc5sc(-c6ccc(C(F)(F)F)cc6)nc5c4)sc3c2)CC1 | 94 | 97 | 93 | 95 | 104 | 108 | 99 | 95
COc1c(/C=N/N=c2sc(C(C)=O)nn2-c2ccc(C)cc2)c(O)cc2oc(C)cc(=O)c12 | 101&103 | 101&98 | 96&95 | 102&84 | 102&111 | 91&100 | 105&113 | 113&124
Cc1cc(O)c(C)c(C)c1Cl | 102 | 101 | 105 | 109 | 111 | 100 | 105 | 96
O=C(/C(=C/c1ccc([N+](=O)[O-])cc1)SCc1ccc(Cl)cc1)c1ccc(F)cc1 | 49 | 70 | 34 | -18* | 96 | 86 | 93 | 81
Cc1cc(NCCN2CCNCC2)n2c(nc3ccccc32)c1C#N | 92 | 95 | 94 | 99 | 101 | 102 | 82 | 88
O=C(Nc1cc(-c2ccccc2)nn1-c1ccccc1)c1ccccc1F | 93&94 | 69&96 | 71&84 | 92&98 | 99&103 | 99&109 | 104 | 118
COC1C(O)C(O)C(O)C(O)C1O (configuration not stated) | 110&110 | 101&109 | 108&89 | 96&98 | 106&114 | 106&108 | 99&104 | 99&118

Some values from the entries so far:
SK-MEL-2 result of `Cc1cc(NCCN2CCNCC2)n2c(nc3ccccc32)c1C#N` stands at 88
SK-MEL-2 result of `CCOC(=O)/C(F)=C/C1CC1C1CCN(C(=O)OC(C)(C)C)CC1` (configuration not stated) stands at 110
